NPY Y1 blocker: antagonists of human neuropeptide Y receptor Y1; HEK293-CNG Y1 cells, membrane potential fluorescence; NPY at EC95, then isoproterenol; inhibition, % at 3.6 µM; AID 1040; P25929; 200,000 compounds, 1% hits;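 active means inhibition above the campaign mean inhibition of all tested compounds plus 3 SD, cut at about 20% in these data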;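 further: 0% = DMSO wells given NPY plus isoproterenol and 100% = isoproterenol alone without NPY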
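Material: HEK293 cells with Y1 receptor plus CNG channel; times: compound incubation 1 h at room temperature, readout 45 min post-stimulation; signal: fluorescence, membrane potential probe; read-out basis: fluorescence ratio normalized to % inhibition between controls; benchmarks: full-block control isoproterenol-only wells, zero-block control NPY plus isoproterenol wells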
p97 ATPase inh: inhibitors of human p97 ATPase | P55072 | recombinant p97 ATPase, Kinase-Glo ATP luminescence, 3 h | inhibition, % at 8 µM | 220,000 compounds, 0.42% hits | AID 1481; in the data active means inhibition above about 15%;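 further: 0% = DMSO vehicle and 100% = wells lacking enzyme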
NPY-Y2 PAM-ag: potentiators or agonists of human neuropeptide Y receptor Y2; 220,000 compounds, 0.45% hits; activation, % at 3.6 µM; cells expressing NPY-Y2, potentiator/agonist read-out; in the data active means activation above about 27%;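 further: cells stimulated with NPY near EC25 plus isoproterenol at EC100; 0% = vehicle plus submaximal agonist and 100% = vehicle plus saturating agonist; some results beyond the cut were filed as inactive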
Runt-CBFb FRET: Runt domain-CBFb interaction inhibition; Q01196+Q13951; Cerulean-Runt/Venus-CBFb FRET ratio 530/480, 1 h; inhibition, % at 20 µM; 220,000 compounds, 0.46% hits;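 active means inhibition over about 50% at 20 µM in the single-dose screen, limit read from the data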;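 further: 0% = DMSO wells and 100% = excess unlabeled CBFb competitor control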
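test system = Cerulean-tagged RUNX1 Runt domain (FRET donor) fusion protein | reagent = Venus-CBFb binding partner, 100 nM | incubation = protein complex preformed 1 h, compound exposure 1 h, room temperature, dark | detection = FRET fluorescence | read-out basis = loss of energy transfer signal | controls = 5 µM unlabeled CBFb as full-inhibition high control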
Runt-SMMHC FRET: inhibitors of human RUNX1 Runt domain binding to CBFb-SMMHC. Cerulean-Runt/Venus-CBFb-SMMHC FRET ratio 530/480, 1 h. inhibition, % at 20 µM. 220,000 compounds, 0.74% hits;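 active means mean inhibition across duplicate retests at 20 µM reaching about 50%, limit read from the data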;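 further: 0% = DMSO wells and 100% = wells with excess untagged CBFb-SMMHC; inhibitors lower the FRET ratio by blocking Runt binding to CBFb-SMMHC; some results filed as inactive read as strong as hits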
RBBP9 inhibitor: human RBBP9 hydrolase inhibition; inhibition, % at 7.94 µM; 220,000 compounds, 0.2% hits; O75884; recombinant RBBP9, FP-Rh probe fluorescence polarization;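 active means inhibition above the campaign mean of all tested compounds plus 3 SD, cut at about 14% in these data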;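 further: plate controls were DMSO wells with RBBP9 for no effect and wells lacking RBBP9 protein for full effect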
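Test system: recombinant human RBBP9. Quantity: 2.5 µM RBBP9 dispensing solution, before mixing. Detection: FP readout at 525/598 nm. Reagent: Serine-hydrolase probe FP-Rh, 375 nM pre-mixing. Measure: % inhibition. Control set: DMSO-treated enzyme wells and wells lacking RBBP9. Buffer or medium: Tris-NaCl-Pluronic buffer, pH 8.0. Times: preincubation 30 min plus labeling 45 min at 25 °C.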
NPY-Y1 PAM-ag: potentiators or agonists of human neuropeptide Y receptor Y1; P25929; NPY-Y1 expressing cells, potentiator/agonist activation; activation, % at 3.6 µM; 220,000 compounds, 0.37% hits; AID 1304; in the data active means activation above about 33%, passing the limit was not always enough;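 further: cells stimulated with NPY at EC10 then isoproterenol at EC100; 0% = low agonist plus stimulus and 100% = saturating agonist plus stimulus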
Mdm2 ligase inh: Mdm2 E3 ligase (human) inhibition | signal enhancement, % at 5 µM | cell-based MDM2 ubiquitination luciferase reporter, 2 h; 0 = plate control, 100 = twice control, blank-subtracted | 210,000 compounds, 0.11% hits;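 active means signal enhancement of 30% or more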;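 further: luminescence tracks abundance of the self-degrading MDM2-luciferase fusion protein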
Target sequence (Q00987 whole entry, looked up, the tested form may be a part): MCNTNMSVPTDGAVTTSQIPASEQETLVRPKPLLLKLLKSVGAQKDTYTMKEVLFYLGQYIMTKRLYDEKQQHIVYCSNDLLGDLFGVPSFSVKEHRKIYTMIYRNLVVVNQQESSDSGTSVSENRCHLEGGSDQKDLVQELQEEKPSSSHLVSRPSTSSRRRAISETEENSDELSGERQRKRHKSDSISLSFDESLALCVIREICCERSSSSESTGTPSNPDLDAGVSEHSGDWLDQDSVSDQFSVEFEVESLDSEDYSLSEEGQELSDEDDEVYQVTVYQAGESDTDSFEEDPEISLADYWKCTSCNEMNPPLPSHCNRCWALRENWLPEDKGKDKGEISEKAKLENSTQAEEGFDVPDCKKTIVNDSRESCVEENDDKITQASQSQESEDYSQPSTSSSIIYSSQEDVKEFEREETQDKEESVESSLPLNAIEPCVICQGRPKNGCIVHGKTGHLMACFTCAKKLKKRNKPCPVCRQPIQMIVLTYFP
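Test system: mammalian cells stably expressing self-ubiquitinating, self-degrading MDM2 E3–luciferase fusion; Amount: 2000 cells in each well; Medium: DMEM; Schedule: 4 h settle plus 2 h compound, 37 °C; Technique: SteadyLite luciferase luminescence after 15 min room-temperature reagent incubation; Benchmarks: plate control and blank wells.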
Hck-Nef inh: inhibitors of human Hck kinase activated by Nef; AID 463187; inhibition, % at 20 µM; 220,000 compounds, 0.68% hits; Recombinant Hck-YEEI plus Nef, Z-Lyte FRET kinase assay;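 active means Hck-Nef kinase inhibition above about 50%, limit read from the data; inactive means inhibition below that limit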;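 further: 0% = DMSO with Hck plus Nef and 100% = Hck alone without Nef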
Target sequence (P08631 whole entry, looked up): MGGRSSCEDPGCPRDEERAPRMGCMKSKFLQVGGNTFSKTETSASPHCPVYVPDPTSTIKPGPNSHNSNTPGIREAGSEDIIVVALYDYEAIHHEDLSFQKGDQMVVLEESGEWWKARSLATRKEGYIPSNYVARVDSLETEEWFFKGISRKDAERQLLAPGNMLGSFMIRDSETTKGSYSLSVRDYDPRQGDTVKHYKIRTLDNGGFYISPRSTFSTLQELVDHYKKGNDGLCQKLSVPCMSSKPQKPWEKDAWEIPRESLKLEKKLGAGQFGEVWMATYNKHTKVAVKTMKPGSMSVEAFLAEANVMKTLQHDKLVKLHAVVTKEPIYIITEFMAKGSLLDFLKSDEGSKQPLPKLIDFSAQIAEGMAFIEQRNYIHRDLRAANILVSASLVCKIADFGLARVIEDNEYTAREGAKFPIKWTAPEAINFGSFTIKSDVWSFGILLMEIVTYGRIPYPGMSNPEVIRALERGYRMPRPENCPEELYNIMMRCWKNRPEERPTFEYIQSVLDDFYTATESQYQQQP
Starred values were filed as active, the others as inactive; x = not tested or not shown.

SMILES | NPY Y1 blocker | p97 ATPase inh | NPY-Y2 PAM-ag | Runt-CBFb FRET | Runt-SMMHC FRET | RBBP9 inhibitor | NPY-Y1 PAM-ag | Mdm2 ligase inh | Hck-Nef inh
CCOC(=O)c1cnc(SCC(=O)NCc2cccs2)nc1N | 3 | 2 | 4 | 0 | -1 | -10 | -7 | -10 | 1
Clc1ccc(-c2noc(COc3ccccc3)n2)cc1 | 2 | 0 | -12 | -5 | 0 | -2 | -14 | -2 | 2
Cc1cc(C)cc(NC(=O)c2oc3ccccc3c2COc2ccccc2)c1 | 23* | -1 | -18 | 0 | 5 | -8 | -31 | -16 | 4
CN1CCN(c2nc(-c3ccc(Cl)s3)cs2)CC1 | 1 | -2 | -5 | -16 | -56 | -6 | 7 | -25 | 14
Cc1cc(Cl)ccc1NC(=S)NCCC(c1ccccc1)c1ccccc1 | 7 | 0 | -21 | 2 | 1 | -26 | -15 | -9 | 0
COc1ccccc1CNC(=O)C(=O)NCC1OCCN1S(=O)(=O)c1cccs1 (centres undefined) | x | 6 | -3 | -1 | 2 | 7 | -3 | 13 | 29
CCc1ccccc1NC(=O)CSc1ccsc1[N+](=O)[O-] | 1 | 5 | 14 | 4 | -1 | 0 | -3 | -7 | 5
CC(=O)[C@H]1CC[C@H]2[C@@H]3CCC4=CC(=O)CC[C@]4(C)[C@H]3[C@H](O)C[C@]12C | -4 | 0 | 28 | 0 | 1 | -9 | 6 | x | 0
O=C(CCC(=O)N1CCc2ccccc21)Nc1ccccc1 | 4 | 3 | 3 | 0 | -2 | -1 | -13 | -14 | 2
Cc1ccc(S(=O)(=O)N/N=C/c2cccc([N+](=O)[O-])c2)cc1 | -3 | 9 | 10 | 1 | 2 | 1 | 15 | -10 | 0
C=C(C)CC(c1ccccc1)N(C(C)=O)c1ccco1 (centres undefined) | 4 | 1 | 7 | 1 | 0 | 6 | 0 | -4 | 4
COc1ccc(Nc2nc(N)nc(CSc3nc(C)cc(C)n3)n2)cc1 | 5 | -1 | -23 | 1 | -3 | -1 | 0 | -14 | -7
CCN(CC)C(=O)CSC1=Nc2ccccc2C2=NC(c3ccccc3)C(=O)N12 (centres undefined) | 8 | 0 | 21 | 2 | 4 | -2 | -14 | -8 | 0
COc1ccc(/C=C/C(=O)c2sc(-c3ccccc3)nc2C)cc1 | 0 | 3 | -12 | 14 | 8 | -1 | -16 | -11 | 2
COCCCNC(=S)NNC(=O)c1cccnc1 | 4 | 2 | 13 | 2 | -1 | -2 | 14 | -16 | -1
COc1cccc(NC(=O)Nc2nnc(-c3ccccc3SCc3ccccc3)s2)c1 | 0 | -3 | -6 | 6 | 2 | -5 | 9 | -15 | 2
Cc1ccn2c(CNCC3OCCc4ccccc43)c(C(=O)N3CCCCCC3)nc2c1 (centres undefined) | 0 | -1 | -3 | -2 | 2 | -11 | -6 | 9 | 12
Cc1cc(NC(=O)CCC(=O)N(Cc2ccco2)C(C(=O)NC2CCCC2)c2ccccc2C)no1 (centres undefined) | 5 | -1 | -8 | -3 | 0 | -6 | -38 | 3 | 0
O=C(CSc1n[nH]c(-c2ccncc2)n1)c1ccccc1 | 0 | 8 | 5 | 0 | -2 | 9 | -13 | -10 | 4
CNc1nc(C)c(C(=O)OCC(=O)OC)s1 | 0 | 4 | 1 | -2 | -7 | -7 | 10 | -7 | -3

Ordered by formula weight (high to low): six of the compounds above
SMILES | NPY Y1 blocker | p97 ATPase inh | NPY-Y2 PAM-ag | Runt-CBFb FRET | Runt-SMMHC FRET | RBBP9 inhibitor | NPY-Y1 PAM-ag | Mdm2 ligase inh | Hck-Nef inh
Cc1cc(NC(=O)CCC(=O)N(Cc2ccco2)C(C(=O)NC2CCCC2)c2ccccc2C)no1 (centres undefined) | 5 | -1 | -8 | -3 | 0 | -6 | -38 | 3 | 0
CCN(CC)C(=O)CSC1=Nc2ccccc2C2=NC(c3ccccc3)C(=O)N12 (centres undefined) | 8 | 0 | 21 | 2 | 4 | -2 | -14 | -8 | 0
CCc1ccccc1NC(=O)CSc1ccsc1[N+](=O)[O-] | 1 | 5 | 14 | 4 | -1 | 0 | -3 | -7 | 5
Clc1ccc(-c2noc(COc3ccccc3)n2)cc1 | 2 | 0 | -12 | -5 | 0 | -2 | -14 | -2 | 2
C=C(C)CC(c1ccccc1)N(C(C)=O)c1ccco1 (centres undefined) | 4 | 1 | 7 | 1 | 0 | 6 | 0 | -4 | 4
COCCCNC(=S)NNC(=O)c1cccnc1 | 4 | 2 | 13 | 2 | -1 | -2 | 14 | -16 | -1

(cont.)
SMILES | NPY Y1 blocker | p97 ATPase inh | NPY-Y2 PAM-ag | Runt-CBFb FRET | Runt-SMMHC FRET | RBBP9 inhibitor | NPY-Y1 PAM-ag | Mdm2 ligase inh | Hck-Nef inh
Clc1ccccc1/C=N/NC1=Nc2cccc3cccc1c23 | 6 | 6 | 1 | -27 | -45 | -11 | 1 | 346* | 9
COC(=O)c1[nH]c2cccc(OC)c2c1NC(=O)CCN1CC(C)CC(C)C1 (centres undefined) | 0 | -1 | 4 | -3 | -1 | -8 | -5 | -18 | -1
COc1ccc(-c2cc(C(F)(F)F)n3nc(C(=O)N4CCOCC4)c(Cl)c3n2)cc1 | -4 | 4 | 4 | -3 | -6 | -9 | 4 | 1 | 2
CC(C)Oc1cc(O)c2c(=O)c(-c3ccc(O)cc3)coc2c1 | 4 | 0 | -9 | -1 | 4 | -12 | 10 | -15 | -3
O=C(Nc1ccccn1)c1ccc(Cl)c([N+](=O)[O-])c1 | 8 | -3 | -8 | 2 | -4 | -6 | -1 | -5 | 18
CC[C@@H](C)C(C(=O)N1CCN(C(=O)OC(C)(C)C)CC1)n1cc(-c2cn([C@@H](C)C(=O)N3CCN(C(=O)OC(C)(C)C)CC3)nn2)nn1 (some centres undefined) | x | x | x | -1 | 0 | x | x | -12 | 21
CC(C)(C)NC(=O)c1sccc1C(=O)O | 1 | 6 | 20 | x | x | 1 | -2 | 19 | 4
Cc1ccc(CN2CCN(/N=C/C(Br)=C\c3ccccc3)CC2)cc1 | x | -2 | -6 | 2 | -6 | -11 | 3 | -9 | 13
O=C(CC1C(=O)NCCN1Cc1ccc(-c2ccccc2)cc1)NCc1ccncc1 (centres undefined) | 3 | 3 | 6 | -2 | -4 | -2 | 2 | -13 | 25
Cc1cc(C)n2nc(C(=O)NCc3ccco3)cc2n1 | 5 | 0 | -9 | -2 | 2 | -11 | -3 | -14 | 20

The closing five compounds of the section before open the next one:
SMILES | NPY Y1 blocker | p97 ATPase inh | NPY-Y2 PAM-ag | Runt-CBFb FRET | Runt-SMMHC FRET | RBBP9 inhibitor | NPY-Y1 PAM-ag | Mdm2 ligase inh | Hck-Nef inh
CC[C@@H](C)C(C(=O)N1CCN(C(=O)OC(C)(C)C)CC1)n1cc(-c2cn([C@@H](C)C(=O)N3CCN(C(=O)OC(C)(C)C)CC3)nn2)nn1 (some centres undefined) | x | x | x | -1 | 0 | x | x | -12 | 21
CC(C)(C)NC(=O)c1sccc1C(=O)O | 1 | 6 | 20 | x | x | 1 | -2 | 19 | 4
Cc1ccc(CN2CCN(/N=C/C(Br)=C\c3ccccc3)CC2)cc1 | x | -2 | -6 | 2 | -6 | -11 | 3 | -9 | 13
O=C(CC1C(=O)NCCN1Cc1ccc(-c2ccccc2)cc1)NCc1ccncc1 (centres undefined) | 3 | 3 | 6 | -2 | -4 | -2 | 2 | -13 | 25
Cc1cc(C)n2nc(C(=O)NCc3ccco3)cc2n1 | 5 | 0 | -9 | -2 | 2 | -11 | -3 | -14 | 20
O=C(CN1CCOCC1)N/N=C/c1ccc(C(=O)O)cc1 | -1 | 4 | 12 | 2 | 3 | -15 | 13 | -5 | 19
O=C(N/N=C/c1ccc(F)cc1)c1ccccc1 | -1 | -1 | -3 | -2 | -1 | -2 | 10 | 6 | 29
CCC1=C2CC[C@H]3C(=O)NC(=O)[C@H]3[C@H]2[C@@]2(Cc3ccccc3)C(=NCC(=O)OC)OC(=O)N2C1=O | x | x | x | 0 | 1 | x | x | 9 | 30
CNCC(=O)N1CCN(c2ncc(C(F)(F)F)cc2Cl)CC1 | 6 | 6 | 1 | -2 | 3 | -4 | -13 | -22 | 22
CCOC(=O)Cn1c2c(c(-c3ccccc3OC)cc1=O)CCCC2 | 1 | -2 | 13 | x | 0 | -2 | -14 | -10 | 2
CCOc1ccccc1NC(=O)Cn1nnc(C(=O)Nc2ccc(C)cc2)c1N | 4 | 4 | -17 | -1 | -11 | 2 | 4 | -12 | 1
OCc1ccccc1N=c1ssnc1Cl | -1 | 6 | 9 | 10 | 0 | -6 | 0 | -12 | -1
O=C(N[C@@H](Cc1ccccc1)C(=O)OCc1ccccc1)c1nc[nH]c1C(=O)NC(c1ccccc1)c1ccccc1 | 3 | -1 | -3 | -1 | 2 | -27 | -5 | x | -3
O=C1CCC2=C(CCCC2=O)N1 | -2 | 4 | -9 | 1 | 3 | -1 | 7 | -5 | 22
COc1cc(/C=N/NC(=O)CNc2n[nH]c(=O)[nH]c2=O)ccc1O | 1 | 0 | 8 | 4 | 0 | 1 | -2 | -9 | 3
O=C(COc1ccc(/C=N/NS(=O)(=O)c2ccccc2)cc1)N1CCOCC1 | 0 | 4 | 0 | 0 | -6 | 2 | 23 | 16 | 19
O=C(Nc1cccn(Cc2cccc(F)c2)c1=O)NC1CCCCC1 | -8 | -2 | -2 | 2 | 18 | -8 | 3 | -17 | -7
CC(C)CCNC(=O)C(c1ccncc1)N(C(=O)Cn1nnc(-c2ccc(F)cc2)n1)c1ccccc1F (centres undefined) | 3 | -7 | -3 | -5 | -1 | -11 | -33 | -87 | -24
CCc1ccc(NC(=O)c2cc(C(C)C)on2)cc1 | -3 | -6 | -4 | -1 | 1 | -10 | -7 | -9 | -1
O=C(NCC#CCOCc1ccccc1)c1ccccc1 | -1 | 3 | 3 | 0 | 1 | -9 | -11 | x | 2
Nc1nnc(SCC(=O)NN2C(=O)NC3(CCCCC3)C2=O)s1 | 7 | -8 | 2 | -1 | -1 | -13 | 7 | -11 | -1
CCSc1nc(N)c(C#N)c(-c2ccco2)c1C#N | -3 | 3 | -7 | 2 | -12 | 4 | -12 | -2 | -3
COc1cc(OC)cc(-c2nc3nc(C)c(CCC(=O)NCC(OC)OC)c(C)n3n2)c1 | -3 | 1 | 7 | x | -2 | -7 | 14 | -5 | 1
CCOC(=O)C1(CCCc2ccccc2)CCN(C2CCSCC2)CC1 | 52* | -1 | -10 | -3 | 2 | -6 | -10 | -5 | 20
